IDE inh: human IDE inhibitors in live cells, primary screen, fluorescence polarization, HEK cells, FAbetaB substrate; Insulin-degrading enzyme (Homo sapiens), P14735; FAbetaB cleavage; hit rate 0.41% among 320,000; inhibition, % at 5.59 µM; AID 434962, 2010;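 active = percent inhibition above the average of all tested compounds plus 3 SD, set per screening campaign, cut at about 16% in these data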;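 also: IDE supplied by intact live HEK cells; FP after avidin binding of uncleaved biotin substrate so inhibition keeps polarization high; 0% = DMSO wells and 100% = 60 µM reference IDE inhibitor Ii1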
CRFBP-R2 agonist: agonists of CRF-BP/CRF-R2 complex, primary screen, cell-based, HEK293, calcium dye fluorescence, uHTS; hit rate 0.46% among 350,000; CRF-binding protein / CRF receptor 2 complex (human); calcium dye fluorescence (FLIPR); percent of saturating CRF peptide response; activation, % at 13.2 µM;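 active = activation of at least 50%, plus an integration ratio under a set limit after plate pattern correction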;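 also: plate controls were neutral control wells without compound for no effect and CRF at EC100 for full effect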
CHRM5 agonist: human M5 muscarinic receptor agonists, primary screen, CHO-K1 cells, Fluo-8 calcium fluorescence. activation, % at 3 µM. hit rate 0.19% among 360,000. CHO-K1 hM5 cells; 0% DMSO wells, 100% maximal acetylcholine response;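 active = activation above the run's mean over test compounds plus 3 SD, cut at about 23% in these data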;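 also: signal is peak over basal fluorescence ratio across the kinetic read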
Target sequence (P08912 whole entry, looked up): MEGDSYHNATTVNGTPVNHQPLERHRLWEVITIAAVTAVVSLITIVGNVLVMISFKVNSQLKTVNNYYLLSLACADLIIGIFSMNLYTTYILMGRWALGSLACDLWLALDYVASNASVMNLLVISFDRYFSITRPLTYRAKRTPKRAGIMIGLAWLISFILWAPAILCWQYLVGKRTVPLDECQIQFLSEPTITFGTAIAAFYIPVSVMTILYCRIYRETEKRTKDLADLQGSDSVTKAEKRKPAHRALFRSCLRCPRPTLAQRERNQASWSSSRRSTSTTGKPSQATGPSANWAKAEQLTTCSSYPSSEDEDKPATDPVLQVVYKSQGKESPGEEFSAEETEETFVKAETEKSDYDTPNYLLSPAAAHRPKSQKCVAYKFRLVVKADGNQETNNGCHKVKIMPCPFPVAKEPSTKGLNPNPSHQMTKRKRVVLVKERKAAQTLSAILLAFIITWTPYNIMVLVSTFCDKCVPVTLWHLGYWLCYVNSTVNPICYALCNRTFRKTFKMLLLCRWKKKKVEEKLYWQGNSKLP
M4 antag: human M4 muscarinic receptor antagonists, primary screen, CHO cells, Fluo-8 calcium fluorescence; inhibition, % at 3 µM; CHO-hM4 cells, ACh EC80; hit rate 0.73% among 360,000;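 active = inhibition above its plate's cutoff, the mean inhibition of sample wells plus 3 SD, cut at about 27% in these data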;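 also: 0% = acetylcholine EC80 with DMSO and 100% = DMSO without agonist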
Target sequence (P08173 whole entry, looked up): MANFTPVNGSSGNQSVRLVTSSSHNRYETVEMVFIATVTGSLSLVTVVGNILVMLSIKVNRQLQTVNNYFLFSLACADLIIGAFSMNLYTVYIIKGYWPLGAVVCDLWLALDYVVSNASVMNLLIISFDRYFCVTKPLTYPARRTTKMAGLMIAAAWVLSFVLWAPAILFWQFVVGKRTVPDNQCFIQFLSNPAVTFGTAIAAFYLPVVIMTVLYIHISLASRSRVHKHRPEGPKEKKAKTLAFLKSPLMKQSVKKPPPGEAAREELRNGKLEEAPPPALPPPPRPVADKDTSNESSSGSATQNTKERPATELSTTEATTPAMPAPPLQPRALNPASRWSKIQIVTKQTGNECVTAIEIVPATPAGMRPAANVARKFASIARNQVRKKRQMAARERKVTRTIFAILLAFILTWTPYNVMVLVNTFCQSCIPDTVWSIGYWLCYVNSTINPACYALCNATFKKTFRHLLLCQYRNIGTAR
CHRM5 PAM: human M5 muscarinic receptor positive allosteric modulators, primary screen, CHO-K1 cells, Fluo-8 calcium fluorescence; Muscarinic acetylcholine receptor M5 (Homo sapiens), P08912; CHO-K1 hM5, ACh EC20 PAM; 0% = ACh EC20, 100% = ACh EC100; activation, % at 3 µM; hit rate 0.3% among 360,000; AID 624038, 2012;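 active = activation above the run cutoff, the mean activation of all test compounds plus 3 SD, cut at about 18% in these data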
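Test system: CHO-K1 hM5 cells / Doses: single-point, 3 µM nominal / Times: Post-acetylcholine fluorescence recording 140 s / Technique: Fluo-8 calcium fluorescence / Measure: Max/basal fluorescence ratio as % of EC20–EC100 ACh window / Benchmarks: low control EC20 acetylcholine (0%), high control EC100 acetylcholine (100%) / Replicates: one well per compound, no replicates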
CRFR2-BP antag: antagonists of CRF-BP/CRF-R2 complex, primary screen, cell-based, HEK293, calcium dye fluorescence, uHTS | inhibition, % at 11.8 µM | CRF-induced calcium fluorescence | hit rate 0.59% among 350,000;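 active = inhibition of the ligand-induced calcium signal above about 50% at the single tested concentration, limit read from the data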
M4 ag: human M4 muscarinic receptor agonists, primary screen, CHO-K1 cells, Fluo-8 calcium fluorescence; Muscarinic acetylcholine receptor M4 (Homo sapiens), P08173; CHO-K1 hM4/Gqi5; vehicle 0%, full acetylcholine response 100%; activation, % at 3 µM; hit rate 0.14% among 360,000; AID 624127, 2012;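 active = activation above the run mean over all test wells plus 3 SD, cut at about 32% in these data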;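 also: peak over basal fluorescence ratio per well then scaled between controls; 0% = DMSO wells and 100% = acetylcholine at EC100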
CHRM4 PAM: human M4 muscarinic receptor positive allosteric modulators, primary screen, CHO-K1 cells, Fluo-8 calcium fluorescence | Muscarinic acetylcholine receptor M4 (Homo sapiens), P08173 | CHO-K1 hM4/Gqi5, ACh EC20; 0% = ACh EC20, 100% = maximal ACh | activation, % at 3 µM | hit rate 0.4% among 360,000 | AID 624126, 2012;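 active = activation above its plate's cutoff, the mean activation of sample wells plus 3 SD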; also: some results filed as inactive read as strong as hits
CHRM5 antagonist: human M5 muscarinic receptor antagonists, primary screen, CHO cells, Fluo-8 calcium fluorescence; Muscarinic acetylcholine receptor M5 (Homo sapiens), P08912; CHO-hM5 cells, ACh EC80; inhibition, % at 3 µM; hit rate 0.59% among 360,000; AID 624040, 2012;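 active = inhibition above a per-plate cutoff, the mean of that plate's test compounds plus 3 SD, cut at about 27% in these data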;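 also: 0% = acetylcholine EC80 with DMSO and 100% = DMSO without agonist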
* marks the source's active call; other numbers are inactive results; nt = not tested or not shown. Compounds as they come (roughly 2.9% active in at least one column).

M4 ag	CRFR2-BP antag	IDE inh	CHRM4 PAM	CHRM5 antagonist	CHRM5 PAM	CRFBP-R2 agonist	CHRM5 agonist	M4 antag	compound
0	34	4	-1	-9	8	0.8	-4	2	O=c1c([N+](=O)[O-])c(NCCN2CCCCCC2)c2ccccc2n1-c1ccccc1
0	-6	0	-10	-4	1	1.2	6	0	COCCCNC(=O)c1ccccc1C(F)(F)F
2	1	-3	5	-2	8	0.8	0	-7	CC(C1CC1)N(Cc1ccccc1)C(=O)NC(=O)c1ccc(F)cc1 (stereo not given)
4	4	-2	-7	16	-14	-2.5	-4	1	Nc1[nH]n(-c2ccccc2)c(=O)c1N=Nc1ccc2c(c1)OCCO2
1	-14	-1	1	-4	4	-2.1	2	7	Cc1nn(C(C)C(=O)NCC2CCCO2)c(=O)c2cc3occc3n12 (stereo not given)
1	-11	2	8	9	2	-1.0	0	-2	Cc1cccc(OC(=O)c2ccncc2)c1C
0	nt	nt	6	-7	1	nt	1	0	Cc1ccccc1S(=O)(=O)N(C)C[C@H]1OCc2cn(nn2)CCCC(=O)N([C@@H](C)CO)C[C@@H]1C
1	12	4	-1	12	-1	-3.5	2	-7	O=C(NCc1ccncc1)C(=O)NCc1ccncc1
1	2	0	5	-2	3	0.0	3	-6	COc1ccc(CC(=O)c2ccccc2C(=O)O)cc1
1	46	-1	1	3	-9	-5.3	-6	-17	Cc1ccccc1C(=O)Nc1ccc(N2CCCCCC2)cc1
1	13	1	5	-11	3	-0.3	2	3	CSc1cnc2c(N)nc(N(C)C)nc2n1
1	-21	2	7	-15	6	-0.2	-4	-10	Cc1ccc(C=Nc2ccccc2C(N)=O)o1

Profiles, quoted from the list:
COc1ccc(CC(=O)c2ccccc2C(=O)O)cc1 in the list: M4 ag: 1; CRFR2-BP antag: 2; IDE inh: 0; CHRM4 PAM: 5; CHRM5 antagonist: -2; CHRM5 PAM: 3; CRFBP-R2 agonist: 0.0; CHRM5 agonist: 3; M4 antag: -6
Cc1ccc(C=Nc2ccccc2C(N)=O)o1 in the list: M4 ag: 1; CRFR2-BP antag: -21; IDE inh: 2; CHRM4 PAM: 7; CHRM5 antagonist: -15; CHRM5 PAM: 6; CRFBP-R2 agonist: -0.2; CHRM5 agonist: -4; M4 antag: -10
CSc1cnc2c(N)nc(N(C)C)nc2n1 in the list: M4 ag: 1; CRFR2-BP antag: 13; IDE inh: 1; CHRM4 PAM: 5; CHRM5 antagonist: -11; CHRM5 PAM: 3; CRFBP-R2 agonist: -0.3; CHRM5 agonist: 2; M4 antag: 3

Next compounds follow:
M4 ag	CRFR2-BP antag	IDE inh	CHRM4 PAM	CHRM5 antagonist	CHRM5 PAM	CRFBP-R2 agonist	CHRM5 agonist	M4 antag	compound
0	21	6	0	3	-13	-0.7	-3	-5	CCCCNC(=O)Cn1cnc2sc(C(=O)OCC)c(C)c2c1=O
0	0	nt	-4	-2	-1	-1.0	0	8	Cc1cn([C@H]2C[C@H](O)[C@@H](CNCc3ccc4ncccc4c3)O2)c(=O)[nH]c1=O
11	-40	-8	-14	5	-11	11	-1	-1	Cc1ccc(S(=O)(=O)N(C)C)cc1NC(=S)NC(C)CCC(C)C (stereo not given)
4	-8	-1	0	1	9	-1.3	4	1	COc1ccc(NC(=O)CN(c2ccccc2)S(=O)(=O)N(C)C)cc1Cl
1	-16	0	8	6	-1	-0.7	-4	-13	Cc1ccc(NC(=O)C2CCN(C(=O)NC3CCCCC3)CC2)cc1
4	23	nt	1	16	-6	-0.5	4	-14	COc1cccc(C2c3cc4c(cc3OC(N3CCOCC3)C2C)OCO4)c1O (stereo not given)
1	3	-1	4	0	1	-0.2	2	2	COc1ccccc1NC(=O)CSc1nc(O)cc(=O)[nH]1
0	10	4	0	15	-2	-0.8	-5	9	Cc1ccccc1N1C(=O)C(Cl)=C(N2CCOCC2)C1=O
2	2	-1	3	4	6	0.2	7	10	COC(=O)CN1C(=O)[C@@H]2[C@H](C1=O)[C@@H]1CC(C(=O)OC)=C[C@@H](C(=O)OC)[C@@H]3C1=C(C(=O)[C@]3(C)NC(=O)c1ccccc1)[C@@H]2C
0	3	-1	0	5	-1	0.9	-6	-7	Cc1cc(C)c(S(=O)(=O)Nc2nccs2)c(C)c1
1	3	0	9	5	-4	1.0	1	-4	Cc1cc2[nH]c(=O)c3ccccc3n2n1
-1	1	-2	2	-2	-5	-0.1	3	2	Cc1ccc(S(=O)(=O)N(C)C)cc1NC(=O)CSc1nnc(C2CC2)n1C1CC1
0	-3	0	-5	-5	2	-0.1	0	0	Cc1ccc(CNc2nc3ccccc3n2C)o1
0	3	0	-1	2	-5	3.1	-1	1	CNC(=O)OCc1cccc(COC(=O)NC)n1
-1	39	6	5	15	7	0.6	8	-8	COc1ccc(C=NNc2ccc([N+](=O)[O-])cc2S(=O)(=O)Nc2ccccc2C(=O)O)cc1OC
14	-112	-1	-14	-3	-14	9.4	5	0	CC(C)OC(=O)c1ccc(NC(=O)c2cncc(Br)c2)cc1
4	-9	4	7	-5	2	2.3	1	-2	Oc1cc(NCc2ccc(Cl)cc2)cc2cccnc12
0	-14	-5	-3	8	-2	-2.5	-1	-5	COc1ccc(Nc2ncnc3ccc([N+](=O)[O-])cc23)c(OC)c1
1	nt	nt	3	0	0	nt	-1	-7	CC[C@H](NC(=O)CC[C@H]1O[C@@H](n2cnc3c(NC(=O)c4ccccc4)ncnc32)[C@H](O)[C@@H]1O)c1ccccc1
5	4	0	-5	-2	-3	0.3	0	0	Cc1cc(C(=O)N2CCc3ccccc3C2)n[nH]1
-1	-4	1	-3	7	-3	-0.6	-2	8	COC(=O)CC1C(=O)NCCN1C(=O)c1c(F)cccc1F (stereo not given)
1	-10	7	-5	-14	20*	-1.3	0	-2	COCCNC(=O)C1CCN(C(=O)C2CC(=O)N(c3ccc(C)cc3)C2)CC1 (stereo not given)
0	-3	-2	-4	-3	3	-0.5	-3	5	O=C(/C=C/c1cccc(Cl)c1)NCCCN1CCOCC1
2	-22	-1	1	6	-4	2.4	-16	2	CCOC(=O)C1(CCc2ccccc2)CCN(Cc2ccn[nH]2)CC1
19	0	5	-9	7	-12	-4.5	13	-6	CCC(=O)c1ccc(OCC(=O)OCC(=O)Nc2sccc2C(N)=O)cc1
3	20	6	5	0	-2	-1.1	0	-6	COCCN(Cc1cc2cc3c(cc2nc1Cl)OCO3)C(=O)Nc1ccc(OC)cc1
-2	-24	2	3	3	-2	-0.2	5	6	Cc1ccc(C(=O)Nc2nc(=O)n(C)s2)cc1
1	15	3	-3	6	-8	-1.8	-5	8	Cc1no[n+]([O-])c1COc1ccc(/C=N/n2nnnc2N)cc1
1	2	-1	4	-5	6	0.6	-3	-3	O=C(O)C1CC=CCC1C(=O)Nc1cccc([N+](=O)[O-])c1 (stereo not given)
5	-1	14	0	3	-1	5.0	3	2	O=C(COc1ccc(Cl)cc1Cl)N/N=C/c1ccc(OC2OC(CO)C(O)C(O)C2O)cc1 (stereo not given)
4	-41	1	-5	-1	-4	-1.1	0	8	COc1cc(CN(C)CCc2ccccc2)ccc1OCc1ccccc1
1	-7	-4	0	-4	10	-2.1	2	-12	COc1ccc(Br)cc1CNC(=O)C1CCN(C(=O)N(C)C)CC1
1	-3	-2	6	-2	-1	0.6	1	-13	Cc1cc(C)nc(/N=C2\NC(=O)CC(C(=O)O)N2c2ccc(Cl)cc2)n1 (stereo not given)
0	-10	-4	0	3	6	6.4	-7	-17	O=C(Cc1ccc(Cl)cc1)c1c[nH]c(C(=O)NCCCn2ccnc2)c1
1	-2	-5	6	-3	-5	0.1	1	-11	COc1ccc(C2NC(=S)NC(C)=C2C(=O)Nc2ccccn2)cc1OC (stereo not given)
0	16	-4	5	-4	3	91*	-1	-2	O=C(Nc1nnc(-c2ccc(F)cc2)o1)c1cc(Cl)sc1Cl

An excerpt of these results, with each value named.
Cc1ccc(C(=O)Nc2nc(=O)n(C)s2)cc1
  M4 ag: -2	CRFR2-BP antag: -24	IDE inh: 2	CHRM4 PAM: 3	CHRM5 antagonist: 3	CHRM5 PAM: -2	CRFBP-R2 agonist: -0.2	CHRM5 agonist: 5	M4 antag: 6
Cc1no[n+]([O-])c1COc1ccc(/C=N/n2nnnc2N)cc1
  M4 ag: 1	CRFR2-BP antag: 15	IDE inh: 3	CHRM4 PAM: -3	CHRM5 antagonist: 6	CHRM5 PAM: -8	CRFBP-R2 agonist: -1.8	CHRM5 agonist: -5	M4 antag: 8
COc1ccc(C2NC(=S)NC(C)=C2C(=O)Nc2ccccn2)cc1OC (stereo not given)
  M4 ag: 1	CRFR2-BP antag: -2	IDE inh: -5	CHRM4 PAM: 6	CHRM5 antagonist: -3	CHRM5 PAM: -5	CRFBP-R2 agonist: 0.1	CHRM5 agonist: 1	M4 antag: -11
COc1cc(CN(C)CCc2ccccc2)ccc1OCc1ccccc1
  M4 ag: 4	CRFR2-BP antag: -41	IDE inh: 1	CHRM4 PAM: -5	CHRM5 antagonist: -1	CHRM5 PAM: -4	CRFBP-R2 agonist: -1.1	CHRM5 agonist: 0	M4 antag: 8

(listing goes on)
M4 ag	CRFR2-BP antag	IDE inh	CHRM4 PAM	CHRM5 antagonist	CHRM5 PAM	CRFBP-R2 agonist	CHRM5 agonist	M4 antag	compound
1	-7	11	15*	3	2	-1.9	3	-8	CCCCn1nnc(NC(=O)CC23CC4CC(CC(C4)C2)C3)n1
0	11	7	7	3	2	-9.0	-2	-2	CCOc1ccc(C(C)C)cc1S(=O)(=O)n1ccnc1C
0	-4	0	-5	14	-7	2.4	-4	-5	C=CC[C@]12CCc3sccc3C1N(c1ccc(C(=O)OCC)cc1)C2=O (stereo not given in full)
0	-13	7	-7	2	2	-0.6	-2	12	COc1ccc(OC)c(NC(=O)COC(=O)/C=C/c2ccc(Cl)cc2)c1
-1	nt	nt	1	8	-11	nt	-1	-3	CCCCCCn1cc(CN2CC(N3CCCCC3)CS2(=O)=O)nn1 (stereo not given)
1	9	4	-2	0	1	-0.2	-2	12	O=C(O)CC(CC(=O)N1CCOCC1)c1ccccc1 (stereo not given)
1	12	-5	-16	13	-8	8.4	-8	32*	Cn1c(SCCN2CCCC2)nnc1C1CCN(S(=O)(=O)c2cccc(F)c2)CC1
7	-14	8	-7	-5	3	3.3	0	-11	O=C(Cn1ncc2c3ccccc3n(Cc3ccccc3)c2c1=O)NCCCN1CCOCC1

Compound activity (PubChem BioAssay)
